Assay outcomes (PubChem)
SUMO1-SIM PPI: SUMO1-SIM interaction modulation. P63165. SUMO1 binding to a labelled peptide, TR-FRET, 1 h. inhibition, % at 20 µM. 0.33% of 360,000 active. AID 602429; in the data active = inhibition above about 37%
Target sequence (P63165 whole entry, looked up): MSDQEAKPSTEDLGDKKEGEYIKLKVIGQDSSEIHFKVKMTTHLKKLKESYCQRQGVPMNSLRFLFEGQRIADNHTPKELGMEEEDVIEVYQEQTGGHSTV
SKN-1 inh: inhibitors of C. elegans SKN-1 | C. elegans VP596 Pgst-4::GFP/RFP ratio, acrylamide-induced, 24 h | inhibition, % at 21.8 µM | 0.49% of 360,000 active | AID 624304;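 active = interference check ratio from 0.5 to 1.5 plus GFP to RFP signal ratio inhibition reaching or exceeding a fixed threshold, cut at about 30% in these data, passing the limit was not always enough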; note: some compounds called inactive have numbers as strong as hits
Neddyl block: blocks human cullin neddylation; calls only at 25 µM; 0.58% of 360,000 active; TR-FRET cullin neddylation, biochemical; P61081+Q13564; in the data active = inhibition above about 36%
NadD block: blocks S. aureus nicotinate mononucleotide adenylyltransferase; purified NadD enzyme, colorimetric absorbance read-out; inhibition, % at 20 µM; 0.78% of 360,000 active; AID 602399; in the data active = inhibition above about 26%; note: some compounds past the cut are filed as inactive
NRP1-CendR mod: NRP-1/CendR interaction modulation; inhibition, % at 25 µM; O14786; FAM-RPARPAR peptide binding to NRP-1, fluorescence polarization; 0.85% of 360,000 active;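 active = inhibition or corrected inhibition above about 18%, plus a signal ratio from 0.5 to 1.5, limit read from the data, passing the limit was not always enough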; note: strong numbers were not always called active
Target sequence (O14786 whole entry, looked up): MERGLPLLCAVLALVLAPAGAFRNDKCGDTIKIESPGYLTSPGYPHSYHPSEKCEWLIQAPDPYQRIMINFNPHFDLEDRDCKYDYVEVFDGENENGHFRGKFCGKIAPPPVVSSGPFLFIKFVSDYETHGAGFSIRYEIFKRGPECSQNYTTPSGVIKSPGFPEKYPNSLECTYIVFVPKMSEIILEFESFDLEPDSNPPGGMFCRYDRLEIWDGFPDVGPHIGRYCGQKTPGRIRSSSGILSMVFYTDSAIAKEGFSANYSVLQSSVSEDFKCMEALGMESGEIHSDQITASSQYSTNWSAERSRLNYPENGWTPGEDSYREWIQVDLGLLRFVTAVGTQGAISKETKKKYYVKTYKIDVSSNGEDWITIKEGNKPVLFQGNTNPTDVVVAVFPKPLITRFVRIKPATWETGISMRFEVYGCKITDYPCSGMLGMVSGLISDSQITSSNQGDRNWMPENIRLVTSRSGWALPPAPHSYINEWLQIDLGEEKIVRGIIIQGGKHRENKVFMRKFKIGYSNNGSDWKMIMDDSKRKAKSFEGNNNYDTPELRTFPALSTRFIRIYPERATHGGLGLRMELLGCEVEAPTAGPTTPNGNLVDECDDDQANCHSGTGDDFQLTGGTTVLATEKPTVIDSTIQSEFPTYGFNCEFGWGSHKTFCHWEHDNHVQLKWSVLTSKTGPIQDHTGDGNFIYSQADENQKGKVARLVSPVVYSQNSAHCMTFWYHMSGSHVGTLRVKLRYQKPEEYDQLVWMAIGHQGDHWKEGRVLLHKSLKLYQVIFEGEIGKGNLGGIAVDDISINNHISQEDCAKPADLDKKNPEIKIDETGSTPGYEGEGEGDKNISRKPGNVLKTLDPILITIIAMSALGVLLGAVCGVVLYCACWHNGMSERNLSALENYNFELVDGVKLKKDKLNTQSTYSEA
Tb MetRS inh: blocks T. brucei methionyl-tRNA synthetase activity; inhibition, % at 11.9 µM; 0.4% of 360,000 active; purified T. brucei MetRS, ATP depletion, Kinase-Glo luminescence;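 active = inhibition above a per-plate cutoff of the control wells' mean inhibition plus 3 SD, cut at about 5.5% in these data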;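 note: 0% = DMSO wells median and 100% = median of wells with control inhibitor compound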
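Material: T. brucei methionyl-tRNA synthetase, purified; reagent: substrates ATP, L-methionine and bulk Escherichia coli tRNA; dosing: 11.9 µM single point; timing: 15 min plus 2 h at 25 °C; detection: luminescence of leftover ATP; evaluation: % inhibition; control set: DMSO-only wells as low control; replicates: singlicate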
STEP inh: inhibitors of human striatal-enriched phosphatase STEP; recombinant STEP, OMFP fluorogenic substrate, fluorescence; P54829; AID 588621; inhibition, % at 20 µM; 0.25% of 360,000 active;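 active = inhibition at 20 µM, scaled per plate between control wells, above about 37%, limit read from the data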;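 note: 0% = DMSO with enzyme and substrate and 100% = substrate only without enzyme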
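System: STEP phosphatase, cell-free reaction; Buffer or medium: Bis-Tris pH 6.0 buffer with DTT, detergent; Incubation: 20 min at room temperature, dark; Measured by: fluorescence, 480/540 nm.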
DNMT1 block: blocks human DNA methyltransferase DNMT1 | P26358 | DNMT1 molecular beacon, Hinp1I cleavage, fluorescence | inhibition (reported as % activation of signal), % at 10 µM | 0.83% of 360,000 active | AID 588458; in the data active = inhibition above about 50%
Scp1 inh: Scp-1 (human) phosphatase inhibition. Q9GZU7. Recombinant Scp1, phosphopeptide, malachite green phosphate absorbance. inhibition, % at 20 µM. 0.88% of 340,000 active;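 active = inhibition above about 50% at 20 µM, limit read from the data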;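 note: plate controls were DMSO wells with enzyme for no effect and wells lacking enzyme for full effect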
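Test system: SCP-1 phosphatase catalytic domain, residues 76-261; measured by: colorimetric phosphate reagent with accelerator and stabiliser, absorbance at 630 nm; timing: enzyme reaction 45 min at room temperature, colour 5 min, stabilisation 30 min; also added: Phosphorylated 17-residue peptide substrate; compound dosing: one concentration, 20 µM, with 1.0% DMSO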
LMPTP block: LMPTP (human) inhibition | inhibition, % at 20 µM | 0.22% of 360,000 active | P24666 | recombinant LMPTP-A, OMFP fluorogenic substrate, fluorescence intensity;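 active = compounds that cut the enzyme signal by at least half of the control window in the single-dose screen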;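 note: plate controls were DMSO wells with enzyme plus substrate for no effect and substrate without enzyme for full effect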
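Test system: LMPTP-A phosphatase enzyme; input: 0.625 nM LMPTP-A final; reagent: OMFP substrate, 400 µM final; compound dosing: 20 µM single dose, 3% DMSO; incubation: 50 min dark incubation at room temperature; measured by: endpoint fluorescence intensity from OMFP dephosphorylation; measure: % inhibition relative to no-enzyme and uninhibited control wells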
Numbers without * were called inactive; i = inactive; nt = not tested or not shown; + = active, no number.

1. COc1cc(C(=O)Nc2ccc(Br)cc2C(=O)c2cc(OC)c(OC)c(OC)c2)cc(OC)c1OC
2. NS(=O)(=O)c1ccc(CCNC(=O)COC(=O)c2ccc([N+](=O)[O-])o2)cc1
3. Clc1ccc(CNc2ncccn2)cc1
4. Cc1cccc2cc(CN(Cc3ccccc3)C(=S)NCCCN(C)C)c(=O)[nH]c12
5. COc1ccc(C)cc1S(=O)(=O)N1CCCCCC1
6. c1ccc(C(=C2CCCO2)c2ccccc2)cc1
7. COc1ccccc1C(=O)Nc1ccccc1C(=O)NC1CCCCC1
8. COc1ccc2c(c1)CCO[C@]21O[C@H](CCO)C[C@H](O)[C@H]1O
Compound,1,2,3,4,5,6,7,8
SKN-1 inh,-2,-2,24,-2,-10,-2,-7,-10
DNMT1 block,-11,0,1,0,20,2,-2,-1
Scp1 inh,2,3,-15,38,-5,10,-2,nt
NRP1-CendR mod,14,-10,2,-6,3,6,2,-4
Tb MetRS inh,-0.8,0.4,-0.6,0.5,-0.8,-0.5,-0.6,-2.4
STEP inh,0,-1,-1,4,-4,4,-2,-2
LMPTP block,-2.2,-0.2,-2.2,-3.3,0.5,0.2,-0.5,-1.1
SUMO1-SIM PPI,-1,-36,-1,3,15,4,-6,1
NadD block,-1,-1,-7,-11,-4,-4,-3,-2
Neddyl block,i,i,i,i,i,i,i,i

9. C[C@H](CO)N1C[C@H](C)[C@H](CN(C)S(=O)(=O)c2ccccc2)Oc2c(NS(C)(=O)=O)cccc2C1=O
10. O=[N+]([O-])c1ccc(N/N=C/c2ccccc2)cc1
11. CCN1CCN(c2ccc(NC(=O)c3ccc4c(c3)[nH]c(=O)n4Cc3ccc(F)cc3)cc2)CC1
12. CCCCCCN1C=CC=C/C1=C\C=C(C#N)C#N
13. O=C(Nc1ccc(F)cc1)c1ccc(NC(=O)C2CCCO2)cc1 (centres undefined)
14. O=C(NCCO)c1cc2c(s1)CCC2
15. N#CCCn1cc(C(=O)CN2C(=O)C(=O)N(C3CCCC3)C2=O)c2ccccc21
16. CN(C(=O)CSc1nc2scc(-c3ccccc3)c2c(=O)[nH]1)c1ccccc1
Compound,9,10,11,12,13,14,15,16
SKN-1 inh,-6,41*,-6,24,11,-24,6,31
DNMT1 block,-3,1,-3,4,2,2,-4,-3
Scp1 inh,-6,-10,-14,-9,0,3,-11,-13
NRP1-CendR mod,0,-28,5,-114,4,19,-26,-20
Tb MetRS inh,1.5,0.5,0.3,0.8,-0.6,-3.0,-0.4,-0.1
STEP inh,-1,1,-5,0,1,-3,0,2
LMPTP block,-0.3,3.0,0.5,0.9,-1.0,-0.8,1.1,2.7
SUMO1-SIM PPI,8,-30,3,-26,4,2,0,5
NadD block,-4,-6,-2,-6,-9,-4,-4,12
Neddyl block,i,i,i,i,i,i,i,i

Values in list order from the entries so far.
SKN-1 inh, compounds 5 to 12 → -10, -2, -7, -10, -6, 41*, -6, 24
DNMT1 block, compounds 5 to 12 → 20, 2, -2, -1, -3, 1, -3, 4

The list goes on:
17. COCCN1C(=O)CCC1(C)C(=O)NC1CCCCC1 (centres undefined)
18. COc1ccc(C(=O)Nc2cccnc2Sc2ccc(Cl)cc2)cc1
19. CC(C)C(C(=O)NC1CCCC1)N(CC1CCCO1)C(=O)CNS(=O)(=O)c1ccccc1 (centres undefined)
20. O=C(Nc1ncc(Cc2cccc(Cl)c2Cl)s1)c1ccc([N+](=O)[O-])cc1
21. CCSc1nnc2nc3[nH]c4c(C)cccc4c3nn12
22. O=C(c1ccc(Cl)cc1)N1N=CCC1(O)c1ccc(Cl)cc1 (centres undefined)
23. Cc1ccccc1C(=O)Nc1nnc(CC(=O)N/N=C/c2ccco2)s1
24. CCCCOc1ccc(-c2c(C#N)c(N)nc(SCC(N)=O)c2C#N)cc1
Compound,17,18,19,20,21,22,23,24
SKN-1 inh,7,14,-5,-5,3,15,1,6
DNMT1 block,-1,2,1,5,-1,-6,1,3
Scp1 inh,nt,-4,3,-5,-2,-9,-1,-7
NRP1-CendR mod,25,6,10,11,-3,-12,-7,-4
Tb MetRS inh,-0.1,0.1,-1.3,0.3,-0.6,0.3,0.3,-0.9
STEP inh,-2,-2,-2,3,-1,7,1,2
LMPTP block,-0.3,2.0,-0.7,1.3,-0.9,0.8,0.5,4.2
SUMO1-SIM PPI,5,2,3,-1,-16,-6,-16,-17
NadD block,-5,-1,-1,0,-4,13,0,-2
Neddyl block,i,i,i,i,i,i,i,i

25. COc1ccc(C(=O)NC2CC(C)(C)Cc3c2cnn3-c2ccccc2C)o1 (centres undefined)
26. CCCc1cc(=O)n2[nH]c(NCc3ccc(OC)cc3)nc2n1
27. CCCCN1CC(N2CCCCC2)CS1(=O)=O (centres undefined)
28. COc1ccc(NC(=O)c2cc(-c3sc(NC(=O)c4ccccc4)nc3C)n(Cc3ccccc3)n2)cc1
29. O=C(/C(=C/O)N=Nc1ccccc1Cl)c1ccccc1
30. N#Cc1cc2c(=O)n3ccccc3nc2n(-c2ccccc2Cl)c1=O
31. Cc1c(CCOC(=O)C23CC4(C)CC(C)(CC(C)(C4)C2)C3)sc[n+]1CC(=O)c1ccccc1
32. CN(/N=C/c1cccnc1)c1cnc2ccccc2n1
Compound,25,26,27,28,29,30,31,32
SKN-1 inh,10,-7,-8,0,0,-3,38*,31
DNMT1 block,0,-1,0,nt,3,1,25,-1
Scp1 inh,-9,-1,nt,nt,-9,-5,8,-5
NRP1-CendR mod,-17,-24,9,16,7,-20,-2,0
Tb MetRS inh,-0.2,0.8,-0.7,-0.1,-0.8,0.1,0.0,-0.7
STEP inh,1,0,-2,nt,1,-3,3,6
LMPTP block,-0.9,-1.9,-2.3,3.8,2.8,0.3,-5.2,0.1
SUMO1-SIM PPI,7,-1,0,-9,-10,-11,-2,-18
NadD block,3,-2,-7,nt,1,7,16,-7
Neddyl block,i,i,i,i,i,nt,i,+

33. COCCn1c(C)cc(C(=O)COc2ccc(C)nc2[N+](=O)[O-])c1C
34. Cn1c(N)c(C(=O)COC(=O)C2(c3ccccc3F)CCCC2)c(=O)n(C)c1=O
35. COc1ccccc1S(=O)(=O)n1cc(Cc2ccccc2)c(N)n1
36. O=C1c2ccccc2NC(c2cccc(F)c2)N1Cc1ccccc1 (centres undefined)
37. Cc1cc(NC(=O)CCSc2nc(-c3ccco3)cc(C(F)(F)F)n2)n(-c2ccccc2)n1
38. COc1ccc(C(=O)Nc2cc(OC)cc3cccnc23)cc1
39. Cc1cccc(NS(=O)(=O)c2cc(C(=O)N3CCOCC3)ccc2Cl)c1
40. CCC(CO)Oc1cc(NC(=O)c2ccc(C)cc2)c2ncn(C(C)C)c2c1 (centres undefined)
Compound,33,34,35,36,37,38,39,40
SKN-1 inh,1,8,9,-11,22,-4,-6,14
DNMT1 block,5,-1,5,0,-5,-3,0,1
Scp1 inh,16,-5,-2,-7,-7,-7,-4,2
NRP1-CendR mod,-4,32*,11,-5,-11,-3,-5,-10
Tb MetRS inh,-0.8,-0.9,-1.4,-1.4,-0.6,-0.8,-1.9,-0.1
STEP inh,2,-1,5,-2,0,-3,0,2
LMPTP block,-0.4,-1.5,1.2,2.2,1.1,3.1,-0.6,-0.9
SUMO1-SIM PPI,-14,1,4,1,0,-18,-1,11
NadD block,-3,-10,-2,-5,-5,-2,-3,3
Neddyl block,i,i,i,nt,i,i,i,i

41. COc1ccc(CNC(=O)/C=C/C(=O)O)cc1
42. Cc1ccccc1-c1cc2nc(NCCCN(C)C)n(C)c(=O)c2s1
43. COc1ccc(OC)c(NC(=S)N2CCN(c3ccccn3)CC2)c1
44. CC(C)c1ccc(N=C2N=C(N)c3ccccc32)cc1
45. Cc1[nH]nc(-c2ccc(OCc3cnn(-c4ccccc4)c3)c(C)c2O)c1Oc1ccccc1
46. O=C1NC[C@@H](CCCCN2C[C@H](Cc3ccc(O)cc3)N(CCc3ccccc3)C(=O)C2=O)N(CCC2CCCCC2)C1=O
47. Oc1oc(-c2ccccc2)nc1/C=N/c1nccs1
48. O=C(c1ccc(CS(=O)(=O)c2ccc(Br)cc2)o1)N1CCCCCC1
Compound,41,42,43,44,45,46,47,48
SKN-1 inh,7,-5,2,12,13,-7,-2,-11
DNMT1 block,0,0,2,-2,-15,nt,3,3
Scp1 inh,-7,nt,5,-7,-25,nt,-1,-12
NRP1-CendR mod,-4,6,12,-7,-3,-9,4,6
Tb MetRS inh,-0.6,-0.2,0.1,-0.4,-1.3,0.3,-0.6,0.4
STEP inh,1,0,17,-3,5,nt,2,-2
LMPTP block,-15,-0.4,0.6,0.7,3.3,-0.6,1.4,-0.8
SUMO1-SIM PPI,-1,-9,-2,-25,-3,11,-4,-3
NadD block,-1,-14,-5,-4,8,24,-4,1
Neddyl block,i,i,i,i,i,i,i,i

Filtered by structure: the compounds so far with a cyano group.
12. CCCCCCN1C=CC=C/C1=C\C=C(C#N)C#N
15. N#CCCn1cc(C(=O)CN2C(=O)C(=O)N(C3CCCC3)C2=O)c2ccccc21
24. CCCCOc1ccc(-c2c(C#N)c(N)nc(SCC(N)=O)c2C#N)cc1
30. N#Cc1cc2c(=O)n3ccccc3nc2n(-c2ccccc2Cl)c1=O
Compound,12,15,24,30
SKN-1 inh,24,6,6,-3
DNMT1 block,4,-4,3,1
Scp1 inh,-9,-11,-7,-5
NRP1-CendR mod,-114,-26,-4,-20
Tb MetRS inh,0.8,-0.4,-0.9,0.1
STEP inh,0,0,2,-3
LMPTP block,0.9,1.1,4.2,0.3
SUMO1-SIM PPI,-26,0,-17,-11
NadD block,-6,-4,-2,7
Neddyl block,i,i,i,nt

The list goes on.
49. Cc1ccc(CN2CCNC(=O)C2CC(=O)NCCCn2cccn2)o1 (centres undefined)
50. COc1ccccc1NCC(=O)N1CCN(S(=O)(=O)c2ccccc2)CC1
51. CCCCN(C(=O)CSc1nnnn1-c1ccccc1OC)C1CCS(=O)(=O)C1 (centres undefined)
52. O=C(CCn1c(=S)[nH]c2cc3c(cc2c1=O)OCO3)NCCc1ccccc1Cl
53. Cc1nc2ccc([N+](=O)[O-])cc2c(=O)n1Cc1ccc([N+](=O)[O-])cc1
54. O=C(Nc1ccc2c(c1)OCO2)c1cccs1
55. CCCC(=O)Nc1ccc(C(=O)NNC(=S)NC(=O)c2ccc(Br)o2)cc1
Compound,49,50,51,52,53,54,55
SKN-1 inh,-2,-3,-28,9,-3,6,1
DNMT1 block,-2,-13,3,13,-3,-6,3
Scp1 inh,-4,-1,2,nt,-2,-6,-3
NRP1-CendR mod,-4,-3,15,-10,2,15,-10
Tb MetRS inh,0.0,-0.3,-0.8,0.2,0.1,-1.0,0.1
STEP inh,4,0,1,1,1,7,3
LMPTP block,0.7,1.1,-0.7,5.6,-1.0,0.6,-0.7
SUMO1-SIM PPI,-1,-1,2,-12,-28,2,4
NadD block,-5,9,-3,3,5,-2,4
Neddyl block,i,i,i,i,i,i,i
